# Screens as filed in PubChem BioAssay.
# Tau fil binding = binds recombinant human tau filaments; recombinant tau filaments, thioflavin S fluorescence, 15 h; filaments grown with octadecylsulfate alongside compound; Potency, µM (titrated, usually from 57.1 µM), without a hit: at the highest dose activity change, negative = inhibition; 71,000 tested, 2% active; AID 596;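 note: potency is the fitted concentration of half-maximal effect; % is set by controls: 0 for no effect and ±100 for the full control effect; actives lower thioflavin S fluorescence by blocking filaments or displacing dye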
#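 Assay mix: 1 uM His-tagged tau, 30 uM sodium octadecylsulfate, thioflavine S dye in HEPES/NaCl/DTT buffer. Compound is added prior to the inducer. Fluorescence after 15 h at 37 C.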
# Caspase-7 inhib = allosteric or competitive inhibitors of human caspase-7; recombinant caspase-7, Ac-DEVD-AFC fluorescence rate; 75,000 tested, 0.02% active; Potency, µM (doses to about 57.5 µM), inactives show top-dose activity change, negative = inhibition, hits mostly inhibitors; P55210; active = well fitted inhibition curve with a large enough effect in the main read-out, with a control signal flat, not every such curve was filed as active; inconclusive = small, poorly fitted or top-dose-only effect, or a change in a side signal; note: potency is the fitted concentration of half-maximal effect; % of control where 0% means no effect
# USP2a inh = USP2a (human) protease inhibition; O75604; AID 927; Potency, µM (doses to about 38.3 µM), inactives show at the highest dose activity change, negative = inhibition, hits mostly inhibitors; 60,000 tested, 0.1% active; USP2a enzymatic assay, qHTS inhibition;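 note: potency is the fitted concentration of half-maximal effect; nearly all actives have a fitted effect of over 60% in size; plate controls were DMSO for no effect and NEM full inhibition control for full effect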
#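 Inhibition is measured in a cell-free coupled assay with 20 nM USP2 core, 20 nM Ub-PLA2 and 20 uM NBD C6-HPC, 2.5 h incubation. Activity normalized to NEM control.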
# FLuc inh = inhibitors of firefly luciferase | Potency, µM (highest dose often 57.1 µM), for inactives: at the top dose activity change, negative = inhibition, hits mostly inhibitors | 72,000 tested, 2.2% active | P08659 | purified firefly luciferase, luminescence, 8 min; note: potency is the fitted concentration of half-maximal effect; % is set by controls: 0 for no effect and ±100 for the full control effect; nearly all actives have a fitted effect of over 40% in size
# Target sequence (P08659 whole entry, looked up): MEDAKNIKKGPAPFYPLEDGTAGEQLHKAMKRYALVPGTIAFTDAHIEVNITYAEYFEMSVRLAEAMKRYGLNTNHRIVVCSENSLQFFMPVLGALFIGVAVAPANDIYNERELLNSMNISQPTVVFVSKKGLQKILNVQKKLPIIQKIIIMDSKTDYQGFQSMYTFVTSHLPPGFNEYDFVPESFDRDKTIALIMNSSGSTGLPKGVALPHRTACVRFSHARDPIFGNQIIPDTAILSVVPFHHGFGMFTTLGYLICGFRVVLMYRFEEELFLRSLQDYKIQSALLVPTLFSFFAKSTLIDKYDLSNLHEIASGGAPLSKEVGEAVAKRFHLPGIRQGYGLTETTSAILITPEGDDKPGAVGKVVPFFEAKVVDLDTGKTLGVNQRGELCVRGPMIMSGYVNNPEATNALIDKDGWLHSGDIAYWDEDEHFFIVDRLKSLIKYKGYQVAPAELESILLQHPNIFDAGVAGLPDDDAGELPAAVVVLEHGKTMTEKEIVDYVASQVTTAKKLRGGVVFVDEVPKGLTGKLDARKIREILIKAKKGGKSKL
#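 Luminescence read-out after 8 min at room temperature; enzyme reaction used luciferin plus 10 uM ATP (linear range) in imidazole buffer pH 7.2 with KCl, MgCl2, Tween 20 and BSA. Each sample was run as a titration.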
# ERK AVP block = blocks ERK signaling stimulated by vasopressin. HEK293-V1b, vasopressin-stimulated pERK AlphaScreen. Potency, µM (titrated, usually from 57.5 µM), without a hit: at the highest dose activity, negative = inhibition, hits mostly inhibitors. 72,000 tested, 0.99% active. AID 995; note: potency is the fitted concentration of half-maximal effect; % is set by controls: 0 for no effect and ±100 for the full control effect; nearly all actives have a fitted effect of over 55% in size
#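 qHTS, compounds titrated on V1b-expressing HEK293 cells. Preincubation 30 min at 37C, vasopressin 25 nM for 5 min, lysis 10 min, bead incubation 5 hr at room temperature.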
# BRCT PPI red = disrupts BRCA1 BRCT binding to phosphoprotein, red fluorophore readout; P38398; BRCT-phosphopeptide binding, red fluorescence polarization; Potency, µM (series often up to 76.9 µM), for the others: at the top dose activity change, negative = inhibition, hits mostly inhibitors; 75,000 tested, 0.03% active; note: % is set by controls: 0 for no effect and ±100 for the full control effect
#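 Rhodamine-labelled pBACH1 10-mer (100 nM) bound to BRCT domain (100 nM) at pH 7.3; compounds incubated 12 min room temperature, polarization read. Free peptide defines full inhibition; unlabelled decapeptide titrated as control.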
# BRCT PPI green = inhibitors of human BRCA1 BRCT-phosphoprotein interaction (green fluorophore); P38398; BRCA1 BRCT-phosphopeptide binding, green fluorescence polarization; Potency, µM (series often up to 76.9 µM), without a hit: at the top dose activity change, negative = inhibition, most hits filed as inhibitors; 75,000 tested, 0.05% active; AID 875;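 note: potency is the fitted concentration of half-maximal effect; plate controls were peptide without protein for full effect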
#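 Compounds were incubated for 12 min at room temperature with a complex of 100 nM fluorescein-tagged pBACH1 decapeptide and 250 nM His-tagged BRCT protein. Buffer was phosphate pH 7.3 with EDTA, DTT and Tween 20. Disruption of binding lowers the polarization signal.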
# CRE-bla Fsk = CRE-bla signaling modulation under forskolin stimulation; Potency, µM (highest dose often 38.2 µM), without a hit: top-dose activity change, negative = inhibition, most hits filed as activators; CHO CRE-bla reporter (cAMP response element driving beta-lactamase), forskolin EC10, beta-lactamase ratio; 71,000 tested, 2.5% active; active = well fitted activation curve with a large enough effect in the signal ratio, with a control signal flat, not every such curve was filed as active; inconclusive = small, poorly fitted or top-dose-only effect, or effect the other way, or a change in a side signal; the % refers to the signal ratio; note: potency is the fitted concentration of half-maximal effect; % of control where 0% means no effect
#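 Cells were plated overnight at 37 °C, exposed to compound titrations plus EC10 NKH 477 for 3 h, then given CCF4 dye for 2 h at room temperature. Blue/green (460/530 nm) ratio was converted to %Activity and AC50 values calculated.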
# HEK293 cAMP cs = parental HEK293 cAMP activation (counter-screen). parental HEK293 CNG cAMP sensor, membrane potential fluorescence. Potency, µM (titrated, usually from 57.1 µM), for the others: at the top dose activation, most hits filed as activators. 73,000 tested, 2.5% active; note: potency is the fitted concentration of half-maximal effect; % of control where 0% means no effect; nearly all actives have a fitted effect of over 55% in size
#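 Counterscreen for endogenous-receptor signalling: CNG-channel HEK 293 cells report cAMP rise by membrane depolarization. After 60 min dye equilibration with 100 uM RO 20-1724, compounds incubated 30 min before bottom-read fluorescence at 590 nm.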
# A350 fluor = compounds fluorescent in Alexa 350 spectral region. Compound autofluorescence, 340/450 nm, Alexa 350 dye-equivalents; hits give high values. max dye-equivalent concentration, M. 59,000 tested, 11% active; in the data active = max dye-equivalent concentration above about 10 nM; inconclusive = mostly about 1.1 nM to 9.6 nM
# Caspase-1 inhib = caspase-1 (human) inhibition, allosteric or competitive. 75,000 tested, 0.03% active. AID 900. Potency, µM (highest dose often 57.5 µM), without a hit: at the top dose activity change, negative = inhibition, most hits filed as inhibitors. Caspase-1 enzyme, Ac-WEHD-AFC fluorogenic rate. P29466;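 note: potency is the fitted concentration of half-maximal effect; plate controls were vehicle for no effect and no substrate for full effect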
# Target sequence (P29466 120-297 limits assumed): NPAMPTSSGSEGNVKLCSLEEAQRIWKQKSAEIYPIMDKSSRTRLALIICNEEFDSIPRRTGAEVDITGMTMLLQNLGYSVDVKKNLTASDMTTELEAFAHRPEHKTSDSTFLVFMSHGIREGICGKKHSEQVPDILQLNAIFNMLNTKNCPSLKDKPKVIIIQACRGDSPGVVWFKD
# Target sequence (P29466 317-404 limits assumed): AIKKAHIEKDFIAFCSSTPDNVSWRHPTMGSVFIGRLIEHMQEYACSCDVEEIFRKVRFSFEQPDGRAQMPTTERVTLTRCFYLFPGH
# Numbers without * were called inactive; i = inactive; ? = inconclusive; · = no result given; [ ] = dose if it differs, or a comment. Unless noted, calls come from the whole dose curve; as a rule, active = well fitted curve in the direction sought with a large enough effect; inconclusive = small, poorly fitted or top-dose-only effect, or another doubt; inactive = no such curve, though single readings can be large; an effect the other way counts as inactive or inconclusive.
item	mol	Tau fil binding	Caspase-7 inhib	USP2a inh	FLuc inh	ERK AVP block	BRCT PPI red	BRCT PPI green	CRE-bla Fsk	HEK293 cAMP cs	A350 fluor	Caspase-1 inhib
1	COc1ccc(C(c2nnnn2Cc2cccs2)N2CCN(c3ccccc3F)CC2)cc1 (stereo unspecified)	0%	0%	11%	2%	-15%	-0.6%	-1.0%	?	20µM*	i	-5%
2	Cc1cc(C)n2nc(C(=O)NCc3ccccc3)cc2n1	-6%[11.4 µM]	0%	6%[7.66 µM]	-1%	-9%	-1.2%	-0.8%	?	3%[11.4 µM]	·	-1%
3	CCN(CC(=O)NC1CCCCC1)S(=O)(=O)c1ccc(Cl)cc1	-2%	-7%	1%	0%	-11%	-0.9%	-0.9%	-5%	-1%	i	3%
4	COc1ccccc1OCC(=O)Nc1ccccn1	4%	7%	-8%	10µM*	2%	-1.2%	-1.3%	-6%	4%	i	0%
5	CC(C)C(NC(=O)C(Cc1ccc(O)cc1)NC(=O)C(NC(=O)C(F)(F)F)C(C)C)C(=O)O (stereo unspecified)	·	0%	-8%	·	-13%	1.1%	-0.2%	·	·	·	0%
6	Cc1cc(N2CCN(C(=O)OC(C)(C)C)CC2)n2ncnc2n1	-7%	2%	-6%	0%	-12%	1.8%	-0.7%	8%	10%	i	-3%
7	COc1ccc(CNc2nc(-c3ccccc3OC)nc3ccccc23)c(OC)c1	70%	-3%	28%	-1%[2.29 µM]	-14%	-1.0%	0.7%	10µM*	-40%[inhibitor]	1.2e-08M*	-2%
8	CC(=O)N1CN(CCCn2ccnc2)Cc2c1sc1c2CCCC1	46%	2%	4%	1%	-16%	-2.1%	0.2%	9%	11%	?	-3%
9	Cc1cc(C)c2nc(-c3ccccn3)cc(C(=O)Nc3cc(C)on3)c2c1	230%	-4%	48%[activator]	-3%	2%	-1.7%	-0.9%	-6%	16µM*	2.9e-08M*	-3%
10	O=C1NC(=O)c2c(NC(=O)C3CCCO3)cccc21 (stereo unspecified)	16%	-2%	-2%	1%	-14%	-0.5%	-1.6%	?	3%	2.8e-07M*	0%
11	O=C(Nc1ccc(Cl)cn1)C1CCCN1S(=O)(=O)c1ccc(Cl)cc1 (stereo unspecified)	11%	-16%	7%	2%	-8%	1.7%	-5.3%	?	24%	i	2%
12	CC(=O)Nc1ccc(S(=O)(=O)NCCc2ccccc2)cc1	2%	-1%	5%	0%	-3%	0.1%	-2.0%	-6%	-2%	i	-1%
13	COC(=O)C1=C(C)OC(N)=C(C#N)C1c1c(C)nn(-c2ccccc2)c1Cl (stereo unspecified)	1%	-1%	14%	-1%	0%	0.4%	1.4%	-2%	15%	i	-1%
14	O=C(Cc1cccs1)Nc1nc2ccccc2s1	-15%	-1%	8%	-15%	-15%	1.3%	1.3%	-12%	17%	i	3%
15	CCCCn1c(=O)[nH]c(=O)c2c1nc(-c1ccc(C#N)cc1)n2C1CCCC1	-20%	-8%	25%	0%	-6%	-0.8%	-0.1%	?	14%	7.2e-07M*	-2%
16	CCOC(=O)C(C)Oc1ccc(C2NC(=O)NC(C)=C2C(=O)Nc2ccccc2C)cc1 (stereo unspecified)	-12%	-10%	2%	-12%	-4%	1.2%	-0.7%	11%	6%	?	-6%
17	Cc1ccc(C(=O)Nc2cnc3sc(C)nn3c2=O)cc1	5%	0%	1%	-11%	-17%	0.8%	-1.2%	?	0%	i	-2%
18	CCC(COC(=O)Nc1cccc(C)c1)NC(=O)OCC(C)C (stereo unspecified)	-2%	1%	-6%	?	1%	-1.8%	-4.0%	13%	?	i	0%
19	COc1cc2c(cc1OC)C(c1cc(OC)c(OC)c(OC)c1)NCC2 (stereo unspecified)	-5%	0%	-4%	4%	-14%	-3.0%	-0.2%	15%	12%	i	-1%
20	Cc1ccc(-n2ncc3c(=O)[nH]c(SCC(=O)N4CCCCC4)nc32)cc1	32%	1%	·	1%	·	-2.7%	-0.7%	?	-4%	·	-4%
21	CCOCCn1c(CN2CCN(c3ccc(OC)cc3)CC2)nc2c1c(=O)n(C)c(=O)n2C	-10%	-1%	2%	0%	-27%	-3.1%	-3.1%	-4%	-9%	i	-2%
22	O=C(CCNc1cccc(Cl)c1)c1ccco1	-9%	0%	6%	3%	-8%	-1.6%	-1.1%	-17%	1%	i	-2%
23	CO/N=C(/C)CCC(=O)OC[C@@H]1O[C@H](C#Cc2ccccc2)C=C[C@@H]1Oc1ccc(C)cc1	·	1%[11.5 µM]	·	1%[11.4 µM]	7%[11.5 µM]	1.3%[15.4 µM]	-0.7%[15.4 µM]	·	18%[11.4 µM]	·	1%[11.5 µM]
24	CC(C)CN1CCc2nc(-c3ccccc3)c3c(c2CC1)COC(C)C3 (stereo unspecified)	·	1%[11.5 µM]	·	·	6%[11.5 µM]	0.5%[15.4 µM]	-1.7%[15.4 µM]	·	1%[11.4 µM]	·	-2%[11.5 µM]
25	CCn1c(-c2ccc(OC)c(OC)c2)n[nH]c1=S	0%	0%	6%	1%	-24%	1.1%	-2.7%	?	2%	i	0%

# The list goes on, starting with the last three of the part before.
item	mol	Tau fil binding	Caspase-7 inhib	USP2a inh	FLuc inh	ERK AVP block	BRCT PPI red	BRCT PPI green	CRE-bla Fsk	HEK293 cAMP cs	A350 fluor	Caspase-1 inhib
23	CO/N=C(/C)CCC(=O)OC[C@@H]1O[C@H](C#Cc2ccccc2)C=C[C@@H]1Oc1ccc(C)cc1	·	1%[11.5 µM]	·	1%[11.4 µM]	7%[11.5 µM]	1.3%[15.4 µM]	-0.7%[15.4 µM]	·	18%[11.4 µM]	·	1%[11.5 µM]
24	CC(C)CN1CCc2nc(-c3ccccc3)c3c(c2CC1)COC(C)C3 (stereo unspecified)	·	1%[11.5 µM]	·	·	6%[11.5 µM]	0.5%[15.4 µM]	-1.7%[15.4 µM]	·	1%[11.4 µM]	·	-2%[11.5 µM]
25	CCn1c(-c2ccc(OC)c(OC)c2)n[nH]c1=S	0%	0%	6%	1%	-24%	1.1%	-2.7%	?	2%	i	0%
26	NC(=O)CC[C@@H](N)C(=O)O	3%	0%	-5%	1%	-8%	1.1%	-1.8%	0%	32µM*	i	1%
27	Cn1c(=O)c(CCc2ccccc2)nc2cnc(Oc3ccccc3)nc21	-14%	-6%	68%[activator]	0%[11.4 µM]	15%	-1.5%	14%	?	?	?	-8%
28	CCOC(=O)C1CCCN(S(=O)(=O)c2ccc(Br)s2)C1 (stereo unspecified)	-7%	-1%	2%	5%	23%	-3.0%	-0.3%	1%	?	i	0%
29	Cc1noc(C)c1COC(=O)c1ccc2c(c1)OCO2	5%	-2%	-1%	3%	-20%	0.1%	-1.2%	?	13%	?	-3%
30	COc1ccc(-n2cnnc2SCC(=O)N(C)C2CCS(=O)(=O)C2)cc1 (stereo unspecified)	2%	0%	4%	0%	-7%	0.5%	-2.2%	-9%	-1%	i	-1%
31	COC(=O)[C@@]1(Cc2ccc(OC)cc2)[C@H]2c3cc(C(=O)N4CCCC4)n(CCc4c[nH]c5cc(F)ccc45)c3C[C@H]2CN1C(=O)c1ccccc1	63%	-8%	·	·	-4%	0.0%	25%	-18%	17%	·	-3%
32	CCC(=O)Nc1ccc(OC)cc1OC	-29%	-1%	-7%	1%	-14%	-0.3%	-2.1%	-5%	13%	i	2%
33	CC1CCCN(S(=O)(=O)c2ccc(NC(=O)CN3CCN(C)CC3)cc2)C1 (stereo unspecified)	-2%	-2%	-12%	-1%	-26%	-1.9%	-6.9%	-9%	-1%	i	-1%
34	CCCC(c1nnnn1Cc1ccc(F)cc1)N1CCN(C2CCCCC2)CC1 (stereo unspecified)	-11%	1%	·	-1%	32µM*	-1.1%	-2.1%	-22%	?	i	0%
35	Cc1cccc(OCCSc2cc(C)nc(N)n2)c1	-2%	-4%	14%	-1%	1%	-0.1%	-3.0%	24%	32µM*	·	-14%
36	CCOC(=O)c1sc(NC(=O)c2c(C)noc2C)c(C(=O)OCC)c1C	0%	-1%	2%	4%	-6%	-0.1%	-0.2%	?	7%	i	0%
37	CCN(CC)C(=O)C1CCC(C)(C(=O)O)C1(C)C (stereo unspecified)	-18%	-6%	12%	2%	7%	-1.9%	-7.8%	2%	5%	i	2%
38	CCSc1nnc(NC(=O)c2nc(-c3ccccc3)n(-c3ccccc3)n2)s1	10%	0%	-10%	1%	0%	0.1%	-0.6%	-22%	10%	5.7e-08M*	-4%
39	Cc1nc(NCCN2CCOCC2)c2nnn(Cc3ccccc3Cl)c2n1	3%	2%	8%	1%	-21%	0.0%	1.1%	6%	19%	i	1%
40	COc1ccc(Nc2nc3ccccc3nc2C)cc1	20µM*	0%	2%	-9%	-15%	3.2%	17%	?	14%	·	-1%
41	O=C(N1CCN(c2ccc(F)cc2)CC1)C12CC3CC(CC(C3)C1)C2	·	-4%	·	·	·	1.9%	-0.6%	·	?	·	-5%

# No enrichment for hits (roughly 16% active in at least one column).
